Yfh1-off respiration = enhancers of respiration in Yfh1-depleted yeast, dose response, Friedreich's ataxia, plus single-dose screen (AID 1465); S. cerevisiae Yfh1-off respiration, WST-1 reduction, 72 h; higher fold induction means a stronger effect; fold induction at 50 µM; hits with a dose series show EC50 in µM; 220,000 compounds, 0.074% hits;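 active = fold induction of absorbance versus untreated yeast above a set limit, then at least 30% activation at any dose in follow-up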;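 also: activators that raise dye reduction in frataxin-depleted yeast; strong numbers were not always called active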
Autophagy HCS = autophagy modulators in MEF cells, primary screen, imaging, high-content, MEF GFP-LC3; MEF GFP-LC3 puncta imaging; test concentration mostly 10 µM; 190,000 compounds, 0.98% hits; calls only at 10 µM (by protocol);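 active = percentage of spot-positive cells more than 3 SD above its plate mean, without a fluorescence outlier flag or 80% toxicity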;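 also: spot-positive cell cutoff set from DMSO-treated cells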
Ins promoter up = insulin promoter activators in MIN6 cells, imaging, high-content screening, mouse beta cells. 190,000 compounds, 0.3% hits. MIN6 insulin promoter-GFP reporter; stronger effect = higher value. z-score at 5 µM. AID 1625, 2009;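 active = z-score above 3 at 5 µM with at least 500 cells counted in the well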
Dynein transport = inhibitors of GR-EGFP nuclear translocation, primary screen, dynein cargo transport inhibitor project, imaging, high-content, 3617.4 mouse cells; z-score, hits read low; 220,000 compounds, 0.47% hits; test concentration mostly 20 µM; stimulated with dexamethasone, 1 µM; stronger effect = lower value;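 active = plate z-score of nuclear minus cytoplasmic receptor signal below a set negative limit, without overly bright fluorescence or cell loss, cut at about -3.5 in these data, passing the limit was not always enough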;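 also: z-score of nuclear minus cytoplasmic ring GR-EGFP intensity difference per well; some compounds called inactive have numbers as strong as hits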
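medium = tetracycline-free induction medium containing charcoal-stripped FBS | also added = 1.0 µM final dexamethasone stimulus | schedule = 48 h induction, 1 h compound, 30 min dex at 37 °C | technique = fixed, Hoechst-stained cells imaged at 10x for EGFP | measure = GR-EGFP nuclear translocation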
NOD1 NF-kB reporter = NOD1 signaling inhibitors, primary screen, cell-based, luminescence, uHTS (AID 1578). inhibition, % at 4 µM; hits with a dose series show EC50 in µM. 290,000 compounds, 1% hits. NOD1-driven NF-kB luciferase reporter cells, luminescence; higher % means a stronger effect; in the data active = inhibition mostly above about 36%, no sharp cut-off; inactive = mostly below about 34%;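 also: HEK-293T reporter cells stimulated with the NOD1 agonist gamma-tri-DAP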
b-catenin transl = modulators of beta-catenin nuclear translocation, primary screen, imaging, HeLa cells, immunofluorescence, high-content; nuclear translocation activity, % at 5 µM; 190,000 compounds, 0.3% hits; AID 1665, 2009;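 active = nuclear translocation activity above 50% at 5 µM, with a well cell count of 50 or more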;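 also: per-cell ratio of nuclear to cytoplasmic median beta-catenin stain intensity; plate controls were DMSO negative control for no effect and GSK-3 inhibitor IX positive control for full effect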
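System: Human HeLa cells, endogenous beta-catenin | Compound dosing: 5 µM primary, 0.02–20 µM confirmation | Timing: 24 h compound exposure at 37°C, 5% CO2 | Measured by: Fluorescence imaging of beta-catenin antibody stain plus DAPI | Read-out basis: % activation of per-cell nuclear versus cytoplasmic median beta-catenin signal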
P. falciparum M17LAP = P. falciparum M17LAP inhibitors, primary screen, biochemical, fluorogenic H-Leu-NHMec substrate, 1536-well (AID 1619). one-dose inhibition, % at 30 µM; IC50 in µM for titrated hits. recombinant M17LAP, H-Leu-NHMec fluorogenic kinetic assay; higher % means a stronger effect. Leucine aminopeptidase (Plasmodium falciparum (isolate 3D7)). 220,000 compounds, 0.38% hits;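 active = compound inhibiting the enzyme by more than half at any dose during confirmatory dose-response retesting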;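 also: plate controls were full reaction with DMSO carrier for no effect and no enzyme background for full effect; strong numbers were not always called active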
HEK293 NOD2/NF-kB = NOD2 signaling inhibitors, cell-based, luminescence, uHTS, HEK293 (AID 1566). HEK293 NOD2/NF-kB luciferase reporter, luminescence; higher % means a stronger effect. one-dose inhibition, % at 4 µM; EC50 in µM for titrated hits. 290,000 compounds, 0.63% hits; in the data active = inhibition above about 50%; also: many of its hits are not listed in these tables
MT stabilize HCS = microtubule stabilizers in HeLa cells, primary screen, imaging, high-content imaging; HeLa tubulin immunostaining HCS, 24 h; share of cells brighter than vehicle mean+2SD; % tubulin-high responders, % at 10 µM; 200,000 compounds, 0.83% hits; AID 2205, 2009;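 active = plate Z-score above 3 for both tubulin-high and condensed-nucleus cell shares, with cell loss under 80%, at 10 µM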;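 also: anti alpha tubulin signal scored within the nucleus-defined area of each cell; some results filed as inactive read as strong as hits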
Dynein transport cytoplasmic EGFP = further read-out of Dynein transport, marked with its call; z-score; measured here: cytoplasmic GR-EGFP intensity; stronger effect = higher value
Dynein transport nuclear GR-EGFP = also measured in Dynein transport; calls as there; z-score; measured here: nuclear GR-EGFP intensity;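 lower value marks the stronger effect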
Dynein transport cell count = recorded beside Dynein transport, whose call it bears; z-score; measured here: cell count per field
Ins promoter up cell count = also measured in Ins promoter up; calls as there; cell count; measured here: cytotoxicity, nuclei count;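 total cells summed across four imaged fields per well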
b-catenin transl cell count 5 µM = recorded beside b-catenin transl, whose call it bears; cell count; measured here: cell count, cytotoxicity flag
MT stabilize HCS Hoechst-high % = second read-out of MT stabilize HCS, no call of its own (marks repeat the call); % Hoechst-high responders; measured here: nuclear condensation Hoechst responders;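 share of cells brighter than vehicle mean plus two SD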
MT stabilize HCS cytotoxicity % = recorded beside MT stabilize HCS, whose call it bears; toxicity, %; measured here: cytotoxicity by cell density;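 0% = mean cell density of plate MIN control wells and 100% = no cells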
Autophagy HCS cell loss 18 h = further read-out of Autophagy HCS, marked with its call; toxicity, %; measured here: cell loss, nuclei count;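 cell loss after 18 h compound exposure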
The depositor's hits bear a star.

What do the screens show for `Cc1cc(C)n(-c2cc(O)c(-n3nc(C)cc3C)cc2O)n1`?
Yfh1-off respiration: inactive; Autophagy HCS: inactive; Ins promoter up: 0.27; Dynein transport: 0.137; NOD1 NF-kB reporter: -23.1%; b-catenin transl: 0.2; P. falciparum M17LAP: -10.4%; HEK293 NOD2/NF-kB: 9.6%; MT stabilize HCS: 3.1; Dynein transport cytoplasmic EGFP: -0.141; Dynein transport nuclear GR-EGFP: 0.319; Dynein transport cell count: 0.317; Ins promoter up cell count: 1378; b-catenin transl cell count 5 µM: 1558; MT stabilize HCS Hoechst-high %: 1.8; MT stabilize HCS cytotoxicity %: 1.0; Autophagy HCS cell loss 18 h: -24.1

What do the screens show for `COCC(C)NC(=O)c1cc(OC)cc(OC)c1` (stereo not given)?
Yfh1-off respiration: inactive; Autophagy HCS: inactive; Ins promoter up: -1.64; Dynein transport: 0.304; NOD1 NF-kB reporter: -56.4%; b-catenin transl: -1.3; P. falciparum M17LAP: 6.0%; HEK293 NOD2/NF-kB: 12.4%; MT stabilize HCS: 3.8; Dynein transport cytoplasmic EGFP: -0.288; Dynein transport nuclear GR-EGFP: 0.786; Dynein transport cell count: 0.367; Ins promoter up cell count: 1812; b-catenin transl cell count 5 µM: 995; MT stabilize HCS Hoechst-high %: 3.8; MT stabilize HCS cytotoxicity %: 8.1; Autophagy HCS cell loss 18 h: -2.7

Results for CCCCN1C(N)=NC[C@H]1Cc1ccc(O)cc1 ?
Yfh1-off respiration: inactive; Ins promoter up: 0.57; Dynein transport: 0.665; NOD1 NF-kB reporter: -9.5%; b-catenin transl: -0.2; P. falciparum M17LAP: -9.3%; HEK293 NOD2/NF-kB: 1.0%; Dynein transport cytoplasmic EGFP: -0.767; Dynein transport nuclear GR-EGFP: 0.398; Dynein transport cell count: -0.407; Ins promoter up cell count: 723; b-catenin transl cell count 5 µM: 1131

How did CN(C)CCC(=O)NCC1OCCc2ccccc21 (stereo not given) do in these assays?
Yfh1-off respiration: inactive; Autophagy HCS: inactive; Ins promoter up: -0.22; Dynein transport: 0.357; NOD1 NF-kB reporter: -13.5%; P. falciparum M17LAP: -14.3%; HEK293 NOD2/NF-kB: 13.3%; MT stabilize HCS: 3.0; Dynein transport cytoplasmic EGFP: -0.00972; Dynein transport nuclear GR-EGFP: 0.574; Dynein transport cell count: 0.665; Ins promoter up cell count: 1026; MT stabilize HCS Hoechst-high %: 2.6; MT stabilize HCS cytotoxicity %: 7.9; Autophagy HCS cell loss 18 h: -1.0

How did Cc1cccc(-n2ccnc2SCC(=O)Nc2nnc(C)s2)c1 do in these assays?
Yfh1-off respiration: inactive; Autophagy HCS: inactive; Ins promoter up: -0.22; Dynein transport: -0.401; NOD1 NF-kB reporter: -4.5%; P. falciparum M17LAP: -6.2%; HEK293 NOD2/NF-kB: 16.5%; MT stabilize HCS: 4.0; Dynein transport cytoplasmic EGFP: -0.27; Dynein transport nuclear GR-EGFP: -0.23; Dynein transport cell count: 0.775; Ins promoter up cell count: 840; MT stabilize HCS Hoechst-high %: 13.1; MT stabilize HCS cytotoxicity %: 9.3; Autophagy HCS cell loss 18 h: 7.8

Results for O=C(Nc1ccc2c(c1)OCO2)c1cccc(F)c1 ?
Yfh1-off respiration: inactive; Autophagy HCS: inactive; Ins promoter up: -0.5; Dynein transport: -0.131; NOD1 NF-kB reporter: -24.7%; b-catenin transl: -1.9; P. falciparum M17LAP: 5.3%; HEK293 NOD2/NF-kB: -68.0%; MT stabilize HCS: 2.8; Dynein transport cytoplasmic EGFP: 0.0599; Dynein transport nuclear GR-EGFP: 0.164; Dynein transport cell count: -0.229; Ins promoter up cell count: 1311; b-catenin transl cell count 5 µM: 1220; MT stabilize HCS Hoechst-high %: 2.1; MT stabilize HCS cytotoxicity %: 7.8; Autophagy HCS cell loss 18 h: 0.0

Results for COCCCNC(=O)CC(NS(=O)(=O)c1ccc(F)cc1)c1ccc(OC)cc1 (stereo not given) ?
Yfh1-off respiration: inactive; Autophagy HCS: inactive; Ins promoter up: 0.02; Dynein transport: -0.637; NOD1 NF-kB reporter: 11.0%; b-catenin transl: -4.3; P. falciparum M17LAP: 5.3%; HEK293 NOD2/NF-kB: 4.8%; MT stabilize HCS: 1.5; Dynein transport cytoplasmic EGFP: -0.458; Dynein transport nuclear GR-EGFP: -0.335; Dynein transport cell count: 1.17; Ins promoter up cell count: 925; b-catenin transl cell count 5 µM: 1210; MT stabilize HCS Hoechst-high %: 1.5; MT stabilize HCS cytotoxicity %: 6.7; Autophagy HCS cell loss 18 h: 4.8

What do the screens show for `Cc1nn(CC(=O)N/N=C/c2ccc(F)cc2)c(C)c1[N+](=O)[O-]`?
Yfh1-off respiration: inactive; Ins promoter up: -0.49; Dynein transport: 0.575; NOD1 NF-kB reporter: -12.5%; b-catenin transl: 0.3; P. falciparum M17LAP: -2.9%; HEK293 NOD2/NF-kB: 2.8%; Dynein transport cytoplasmic EGFP: -0.179; Dynein transport nuclear GR-EGFP: 0.46; Dynein transport cell count: -0.786; Ins promoter up cell count: 1355; b-catenin transl cell count 5 µM: 1287

What do the screens show for `O=c1c(-c2ccc([N+](=O)[O-])cc2)coc2c(O)c(O)ccc12`?
Yfh1-off respiration: inactive; Dynein transport: -0.517; NOD1 NF-kB reporter: -6.0%; b-catenin transl: 1.7; P. falciparum M17LAP: -9.1%; HEK293 NOD2/NF-kB: 10.9%; Dynein transport cytoplasmic EGFP: -0.232; Dynein transport nuclear GR-EGFP: 0.327; Dynein transport cell count: -0.436; b-catenin transl cell count 5 µM: 1259

How did O=C(NNC(=S)Nc1ccc(F)cc1)C1[C@H]2CCCC[C@@H]12 (stereo not given in full) do in these assays?
Yfh1-off respiration: inactive; Dynein transport: -0.165; NOD1 NF-kB reporter: -7.0%; b-catenin transl: 1.2; P. falciparum M17LAP: 3.0%; HEK293 NOD2/NF-kB: -77.3%; Dynein transport cytoplasmic EGFP: 0.0761; Dynein transport nuclear GR-EGFP: -0.00358; Dynein transport cell count: -0.365; b-catenin transl cell count 5 µM: 1235

What do the screens show for `CCCC(=O)N1CCN(c2ccc([N+](=O)[O-])cc2Cl)CC1`?
Yfh1-off respiration: inactive; Autophagy HCS: inactive; Ins promoter up: -0.24; Dynein transport: -0.831; NOD1 NF-kB reporter: -19.6%; b-catenin transl: -1.2; P. falciparum M17LAP: 14.4%; HEK293 NOD2/NF-kB: -6.8%; MT stabilize HCS: 4.9; Dynein transport cytoplasmic EGFP: 0.0704; Dynein transport nuclear GR-EGFP: -0.276; Dynein transport cell count: -0.19; Ins promoter up cell count: 1409; b-catenin transl cell count 5 µM: 977; MT stabilize HCS Hoechst-high %: 1.8; MT stabilize HCS cytotoxicity %: 1.5; Autophagy HCS cell loss 18 h: -5.4

What do the screens show for `O=C(Oc1cccc(NC2=NS(=O)(=O)c3ccccc32)c1)c1ccncc1`?
Yfh1-off respiration: inactive; Autophagy HCS: inactive; Ins promoter up: 0.15; Dynein transport: -0.526; NOD1 NF-kB reporter: -16.5%; b-catenin transl: -4.0; P. falciparum M17LAP: 18.7%; HEK293 NOD2/NF-kB: 9.5%; MT stabilize HCS: 2.0; Dynein transport cytoplasmic EGFP: -0.217; Dynein transport nuclear GR-EGFP: -0.0808; Dynein transport cell count: 0.557; Ins promoter up cell count: 1596; b-catenin transl cell count 5 µM: 1105; MT stabilize HCS Hoechst-high %: 1.7; MT stabilize HCS cytotoxicity %: 8.9; Autophagy HCS cell loss 18 h: -14.2

What do the screens show for `COc1ccccc1NS(=O)(=O)c1cccc(NC(=O)Nc2cccc(Cl)c2)c1`?
Yfh1-off respiration: inactive; Autophagy HCS: inactive; Dynein transport: 2.52; NOD1 NF-kB reporter: 60.3%; b-catenin transl: 2.5; P. falciparum M17LAP: -9.9%; HEK293 NOD2/NF-kB: 0.5%; MT stabilize HCS: 6.2; Dynein transport cytoplasmic EGFP: 0.13; Dynein transport nuclear GR-EGFP: 1.98; Dynein transport cell count: -2.31; b-catenin transl cell count 5 µM: 888; MT stabilize HCS Hoechst-high %: 3.8; MT stabilize HCS cytotoxicity %: 13.6; Autophagy HCS cell loss 18 h: 6.2

What do the screens show for `COc1cccc(C2C(C#N)=C(N)OC(C(C)(C)C)=C2C#N)c1` (stereo not given)?
Yfh1-off respiration: inactive; Autophagy HCS: inactive; Ins promoter up: 0.76; Dynein transport: -1.42; NOD1 NF-kB reporter: 0.3%; b-catenin transl: -2.6; P. falciparum M17LAP: -11.6%; HEK293 NOD2/NF-kB: 0.9%; MT stabilize HCS: 2.0; Dynein transport cytoplasmic EGFP: 0.586; Dynein transport nuclear GR-EGFP: -0.514; Dynein transport cell count: 0.121; Ins promoter up cell count: 1200; b-catenin transl cell count 5 µM: 1062; MT stabilize HCS Hoechst-high %: 2.0; MT stabilize HCS cytotoxicity %: 8.9; Autophagy HCS cell loss 18 h: 2.3

Assay outcomes (PubChem)

An excerpt (hit frequency here may not be typical).
